Compound activity deposited in PubChem BioAssay by several laboratories.
FadD28 binding = inhibitors of FadD28 bisubstrate probe binding, primary screen, biochemical, fluorescence polarization, single point; 360,000 tested, 0.22% active; inhibition, % at 12.5 µM; Mycobacterium tuberculosis FadD28 fatty-acid-AMP ligase; in the data active means inhibition above about 8.5%, passing the limit was not always enough; inconclusive means no clear call, values can overlap the other calls
DUSP3 inh = VHR1 phosphatase inhibitors, primary screen, biochemical, absorbance, uHTS. inhibition, % at 13.3 µM. AID 1654, 2009. Dual specificity protein phosphatase 3 (Homo sapiens), P51452. 290,000 tested, 0.52% active. recombinant VHR phosphatase, pNPP absorbance; in the data active means inhibition above about 50%; further: some compounds called inactive have numbers as strong as hits
Mtb BioA inh = M. tuberculosis BioA enzyme inhibitors, primary screen, biochemical, plate reader, single point, HTS | 360,000 tested, 0.096% active | inhibition, % at 9.99 µM | purified M. tuberculosis BioA enzyme; in the data active means inhibition above about 40%; inconclusive means no clear call, values can overlap the other calls
MazF activator = activators of E. coli MazEF toxin-antitoxin RNase, primary screen, biochemical, fluorescence, uHTS. Endoribonuclease toxin MazF (Escherichia coli (strain K12)), P0AE70. FAM/BHQ RNA-DNA oligo cleavage fluorescence, 5 h. activation, % at 20 µM. 350,000 tested, 0.32% active. AID 504720, 2011; in the data active means activation above about 50%
Target sequence (P0AE70 whole entry, looked up): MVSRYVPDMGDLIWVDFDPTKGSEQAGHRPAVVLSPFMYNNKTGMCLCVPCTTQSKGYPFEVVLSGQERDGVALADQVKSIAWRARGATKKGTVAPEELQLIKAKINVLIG
Rv3671c inh = Rv3671c serine protease inhibitors, primary screen, biochemical, fluorescence polarization, M. tuberculosis H37Rv. inhibition, % at 5.96 µM. 320,000 tested, 0.048% active. AID 2606, 2010. P9WHR9; in the data active means inhibition above about 38%;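 further: extracellular domain of Rv3671c used as enzyme; 0% = enzyme with DMSO and 100% = no enzyme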
Target sequence (P9WHR9 whole entry, looked up, the tested form may be a part): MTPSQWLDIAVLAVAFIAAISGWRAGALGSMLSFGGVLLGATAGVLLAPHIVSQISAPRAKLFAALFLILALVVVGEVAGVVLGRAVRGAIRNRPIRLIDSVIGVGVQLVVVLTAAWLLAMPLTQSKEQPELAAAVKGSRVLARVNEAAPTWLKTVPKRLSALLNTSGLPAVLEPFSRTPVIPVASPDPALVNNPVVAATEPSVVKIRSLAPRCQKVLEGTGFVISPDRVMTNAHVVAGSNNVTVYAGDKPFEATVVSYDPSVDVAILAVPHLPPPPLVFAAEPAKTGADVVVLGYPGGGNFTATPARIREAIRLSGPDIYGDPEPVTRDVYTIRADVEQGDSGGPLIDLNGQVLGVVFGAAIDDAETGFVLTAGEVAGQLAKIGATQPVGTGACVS
CCHF vOTU inh = CCHFV vOTU protease inhibitors, primary screen, biochemical, Pep-AMC substrate, fluorescence. AID 651958, 2012. inhibition, % at 11.5 µM. Crimean-Congo hemorrhagic fever virus L polyprotein viral ovarian tumor (vOTU) protease …. 370,000 tested, 0.55% active; further: 0% = vehicle wells with enzyme and 100% = no enzyme wells
GDH-TPI inh = GDH-TPI coupling enzyme inhibitors, primary screen, artefact control for M. tuberculosis FBA inhibitor project, biochemical, absorbance, full deck; GDH-TPI coupled enzyme counterscreen, NADH absorbance; inhibition, % at 4.8 µM; 360,000 tested, 1.2% active; AID 588335, 2011;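 further: 0% = DMSO wells and 100% = wells lacking the enzyme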
Mtb FBA inh = Mtb FBA enzyme inhibitors, primary screen, biochemical, fluorescence, strain H37Rv; purified M. tuberculosis FBA, fluorescence read-out; AID 588726, 2011; inhibition, % at 1 µM; 360,000 tested, 2.3% active; Fructose-bisphosphate aldolase (Mycobacterium tuberculosis (strain ATCC 25618 / H37Rv)), …; in the data active means inhibition above about 27%;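 further: 0% = vehicle and 100% = reference inhibitor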
BoNT-F LC inh = BoNT/F light chain protease inhibitors, primary screen, biochemical, flow cytometry, MLPCN library. Botulinum neurotoxin type F light chain protease (Clostridium botulinum). Multiplex microsphere protease cleavage assay. inhibition, % at 10 µM. 360,000 tested, 0.22% active; in the data active means inhibition above about 35%, passing the limit was not always enough; inconclusive means no clear call, values can overlap the other calls; further: plate controls were buffer without enzyme for full effect and enzyme alone for no effect
Mtb UGM inh = M. tuberculosis UGM enzyme inhibitors, primary screen, biochemical, fluorescence polarization, single point; UDP-galactopyranose mutase (Mycobacterium tuberculosis (strain ATCC 25618 / H37Rv)), …; purified UGM, fluorescence polarization probe displacement; inhibition, % at 10 µM; 320,000 tested, 0.06% active; AID 504406, 2011; in the data active means inhibition above about 10%, passing the limit was not always enough; inconclusive means no clear call, values can overlap the other calls
Target sequence (P9WIQ1 whole entry, looked up): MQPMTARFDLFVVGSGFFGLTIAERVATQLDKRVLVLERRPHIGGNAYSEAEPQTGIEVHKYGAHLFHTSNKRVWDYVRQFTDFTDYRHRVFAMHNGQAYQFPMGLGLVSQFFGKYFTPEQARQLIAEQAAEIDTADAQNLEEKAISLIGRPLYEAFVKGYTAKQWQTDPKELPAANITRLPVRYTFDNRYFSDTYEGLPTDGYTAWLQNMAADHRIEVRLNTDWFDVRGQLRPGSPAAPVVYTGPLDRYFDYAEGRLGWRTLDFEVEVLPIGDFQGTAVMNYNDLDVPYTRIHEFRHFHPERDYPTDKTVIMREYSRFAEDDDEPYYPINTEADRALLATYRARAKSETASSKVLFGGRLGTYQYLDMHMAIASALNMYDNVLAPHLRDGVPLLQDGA
The depositor's hits bear a star; ? = inconclusive; . = not tested or not shown; & = joins results of further samples. Unless noted, no stated cut-off is given here; in the data, active means inhibition above about 30%; inactive means the rest.

SMILES	FadD28 binding	DUSP3 inh	Mtb BioA inh	MazF activator	Rv3671c inh	CCHF vOTU inh	GDH-TPI inh	Mtb FBA inh	BoNT-F LC inh	Mtb UGM inh
CC(C)c1nnc(NC(=O)CCS(=O)(=O)Cc2ccccc2)s1	-1.4	41	.	-12	-4	4	2	3	-9	-0.5
CCCCNC(=S)N/N=C/c1cccc(OCC)c1O	-0.7	22	-1.8	3	1	0	33*	1	0	-0.2
C[C@@H]1CN([C@H](C)CO)C(=O)CCCn2nncc2CO[C@H]1CN(C)C(=O)Nc1ccc(N2CCN(C)CC2)cc1	-1.7	.	-1.3&-0.8	-18	.	4	3	1	-8	.
O=C1C=C(c2cccc(Br)c2)C[C@@H](c2ccc3c(c2)OCO3)C1	-1.5	.	0.6	-5	-7	1	-7	0	0	-1.1
Cc1nn(CC(=O)N/N=C/c2ccc3c(c2)OCO3)c(C)c1Br	-4.3	-2	0.2	-18	-6	19	6	1	-2	-1.8
CCCC(=O)N(CCN1CCOCC1)c1nc2c(C)cccc2s1	-0.8	18	0.3	0	-4	.	4	4	-2	-0.6
O=C(Nc1ccc(N2CCCCC2)cc1)c1cncc(Br)c1	-1.2	32	0.0	0	4	12	10	-4	-16	1.5
O=C(COc1ccc2c(c1)C(=O)CC1(CCCCC1)O2)NCc1ccccn1	-0.7	14	4.7	3	2	-104	14	38*	4	-0.6
Fc1ccc(N2CCN(C3=Nc4cccc5cccc3c45)CC2)cc1	-4.4	14	.	11	-4	3	5	0	-2	-0.4
CCCCOC(=O)Nc1cc(C)c(Cl)cc1OC	-1.5	23	-1.9	5	-4	8	8	3	6	-1.3
CCCC(=O)Nc1cc(C(F)(F)F)ccc1N1CCOCC1	-3.0	-4	-0.8	-1	0	-2	-5	0	1	0.3
O=C1/C(=C/c2cccc3ccccc23)CCCc2ccccc21	-0.9	-9	-3.8	-7	-4	6	18	-3	3	-1.2
O=C(CC(O)c1ccccc1)Nc1ccccn1 (centres undefined)	-1.6	.	-1.9	8	.	0	6	-2	0	.
O=C(COC(=O)COc1ccc(Cl)cc1Br)NC1CCCC1	-2.3	.	-0.7	2	.	5	2	-3	1	.
Cc1ccccc1OCc1nnc(SCC(=O)NCc2ccccc2)n1C	-4.0	2	.	-4	-2	-17	-8	0	1	0.0
CCOC(=O)c1cccc(NC(=O)c2c(O)[nH]c(=O)[nH]c2=O)c1	-4.5	.	-1.2	0	3	-4	7	0	0	1.6
CCCCn1c(N)c(N(CCC(C)C)C(=O)C2CCCN(C(=O)c3ccc(Cl)cc3)C2)c(=O)[nH]c1=O (centres undefined)	-2.9	.	.	2	1	19	-8	0	?	-3.4
CC(C)n1ncc2c(C(=O)NCc3ccccc3CN(C)C)cc(C3CC3)nc21	-5.6	.	1.3	0	1	-4	0	30*	2	1.2
CN(C(=O)CSc1nnc(NCc2ccccc2)s1)C1CCS(=O)(=O)C1 (centres undefined)	-2.8	30	.	4	11	-1	4	-4	-2	-6.8
CN(C)C1=NC(=O)/C(=C\c2ccccc2)S1	-5.0	2	.	1	-1	11	31*	-4	0	0.7
Cc1cccc(C)c1NC(=O)N1CC=C(n2c(=O)[nH]c3ccccc32)CC1	2.1	22	1.4	-7	1	-13	-9	-2	.	-1.2
COc1cc(N)c(Br)cc1C(=O)O	-0.7	22	-0.5	-21	0	-13	5	6	-3	-0.4
Cc1cc2n(n1)C(c1ccc(N(C)C)cc1)Nc1ccccc1-2 (centres undefined)	-4.6	17	1.2	3	12	-5	29	33*	-5	1.8
O=C1CC(CCC(=O)NC2CC2)c2ccccc2N1 (centres undefined)	-0.9	8	0.4	-1	-9	-8	-1	6	2	3.7
CCC(Sc1nc(N)c(NC(=O)c2ccc(OC)cc2)c(=O)[nH]1)C(=O)O (centres undefined)	-2.8	16	-0.5	-7	2	-1	2	1	-9	2.3

2 entries from above, field by field.
canonical_smiles: Cc1cccc(C)c1NC(=O)N1CC=C(n2c(=O)[nH]c3ccccc32)CC1
  FadD28 binding: 2.1	DUSP3 inh: 22	Mtb BioA inh: 1.4	MazF activator: -7	Rv3671c inh: 1	CCHF vOTU inh: -13	GDH-TPI inh: -9	Mtb FBA inh: -2	BoNT-F LC inh: .	Mtb UGM inh: -1.2
canonical_smiles: CC(C)n1ncc2c(C(=O)NCc3ccccc3CN(C)C)cc(C3CC3)nc21
  FadD28 binding: -5.6	DUSP3 inh: .	Mtb BioA inh: 1.3	MazF activator: 0	Rv3671c inh: 1	CCHF vOTU inh: -4	GDH-TPI inh: 0	Mtb FBA inh: 30*	BoNT-F LC inh: 2	Mtb UGM inh: 1.2

(continued)
SMILES	FadD28 binding	DUSP3 inh	Mtb BioA inh	MazF activator	Rv3671c inh	CCHF vOTU inh	GDH-TPI inh	Mtb FBA inh	BoNT-F LC inh	Mtb UGM inh
C=C1C(=O)OC2CC3(C)OC3CCC(C)=CC(OC(C)=O)C12 (centres undefined)	-3.6	.	.	5	.	0	5	-2	-8	.
COc1ccccc1CCNC(=O)c1ccoc1C	2.6	5	-0.1	-6	0	7	1	8	10	-2.1
N#Cc1c(-c2ccccc2)nc2n1CCS2	-2.0	8	.	-5	4	-1	-2	-1	0	1.7
Cc1ccc(-c2nnn3c2nc(NCCc2ccc(S(N)(=O)=O)cc2)c2ccccc23)cc1	-1.6	72	-1.5	19	-11	-14	2	1	0	-0.8
C/C(=N/N=C/c1ccccc1O)c1ccccc1O	-3.2	-7	-1.2	-6	9	7	-6	1	-18	3.1
Cc1ccc(S(=O)(=O)NCCS(=O)(=O)N2CCN(c3ccccc3)CC2)cc1	-1.3	25	-3.4	5	6	-4	13	0	0	0.3
O=C(C1CC1)N1CCC(Oc2cccc(C(=O)N3CCCCC3CCO)c2)CC1 (centres undefined)	-1.0	2	-0.2	9	-7	26	9	-1	-2	-3.6
COc1ccc(CCNc2oc(-c3ccco3)nc2C#N)cc1	-2.3	35	3.9	-5	-7	-28	9	54*	-13	1.0
O=C(CNC(=O)c1ccco1)OCc1ccc(Br)cc1	-3.5	24	0.4	2	1	.	3	-1	2	4.7
COc1ccc2cc(C(N)=O)c(=Nc3ccccc3)oc2c1	1.0	12	.	-8	-20	-12	13	36*	4	0.1
O=c1[nH]c(CN(CCc2ccccc2)S(=O)(=O)c2ccc(Cl)cc2)nc2ccccc12	-1.0	7	.	-1	-10	0	15	4	-2	.
Cc1ccc(NC(=S)N2CCN(S(C)(=O)=O)CC2)cc1	0.3	2	1.4	-1	.	-4	-9	-2	-2	-0.2
CC(=O)N1CCN(c2ccc(N=Cc3c(O)n(Cc4ccccc4)c(=O)[nH]c3=O)cc2)CC1	-0.6	4	.	77*	.	-3	33*	-4	3	.
CC(NC(=O)CN1C(=O)NC2(CCCCC2)C1=O)c1ccc(S(N)(=O)=O)cc1 (centres undefined)	0.7	.	-4.7	-1	.	-9	4	3	-16	.
COc1ccc(CCCc2n[nH]c(=S)n2C)cc1C	-2.5	32	-0.8	3	2	9	20	3	-8	-2.6
CC(C)Sc1cc(N2CCOCC2)nc(-c2ccc(Cl)cc2)n1	-0.8	32	-2.3	-15	-3	11	14	1	-2	0.7
Cc1c(C(=O)N2CCCCC2)c(S(=O)(=O)Nc2ccc(F)cc2F)c(C)n1C	-1.7	8	-1.7	6	3	9	6	0	12	-2.4
CC1=C(C(=O)Nc2ccc(F)cc2)C(c2ccc(C)o2)C2=C(CC(C)(C)CC2=O)N1 (centres undefined)	0.5	21	0.8	-2	0	9	18	1	-15	0.1
CCOC(=O)c1c(C(=O)OCC)c(C)n(CCc2ccc(OC)c(OC)c2)c1C	-4.3	6	2.1	-7	5	0	-9	0	2	-0.6
COc1cccc(CN(C)C(=O)CNC(=O)c2ccc(-c3ccccc3)cc2)c1OC	-1.7	17	-0.3	-7	-5	2	-3	1	-24	0.6
COc1ccc(C2CCN(Cc3cccnc3)CC2O)cc1 (centres undefined)	0.6	19	-4.3	0	1	10	19	-6	-5	0.4
COc1ccc(N2C(=O)CSCC2=O)cc1OC	-1.7	20	.	-10	3	4	0	4	-6	-2.5
CCc1ccccc1NC(=S)N(Cc1cccnc1)Cc1ccco1	2.1	-4	.	-2	7	-9	9	5	-24	2.3
COc1cccc(C(=O)NC(=S)N2CCN(c3ccc(C(F)(F)F)cc3[N+](=O)[O-])CC2)c1	-2.9	-2	4.0	9	7	0	1	0	0	-1.3
CCOc1ccc(N2C(=O)S/C(=C\c3ccc(O)c(OC)c3)C2=O)cc1	-0.2	13	.	-50	4	-9	2	-5	-5	-1.1

New compounds follow:
SMILES	FadD28 binding	DUSP3 inh	Mtb BioA inh	MazF activator	Rv3671c inh	CCHF vOTU inh	GDH-TPI inh	Mtb FBA inh	BoNT-F LC inh	Mtb UGM inh
Cc1cc(C)cc(NC(=O)c2cccc3c2C(=O)N(C2CCCCC2)C3)c1	1.7	-14	-0.4	0	3	.	-9	-1	-4	-2.6
ON=C1c2ccccc2-c2ccc(O)cc21	1.0	.	.	9	.	-11	12	2	-8	.
CCOC(=O)c1nc2cc3n(c(C)c-2c1C)C(C)C(C)=C3C (centres undefined)	0.3	-4	0.4	11	-2	-18	3	37*	2	1.2
O=C(Nc1ccccc1)c1cccc(=O)o1	-1.8	18	.	6	-3	0	33*	52*	?	1.6
O=C1CSC(=O)N1CC(O)COc1ccc(Cl)cc1 (centres undefined)	-0.3	4	.	2	-19	-3	8	5	-13	6.8
Cc1sc2ncn(CC(=O)NCCCC(=O)N3CCC4(CC3)OCCO4)c(=O)c2c1C	-0.2	16	.	4	1	-4	4	-5	4	-0.4
Cc1nc(C)c(-c2csc(N)n2)s1	1.1	-27	0.5	3	-1	-14	-3	9	-3	2.2
CCOC(=O)CN(C(=O)COc1nc(-c2ccccc2)cc(C)c1C#N)c1ccc(C)cc1	0.0	18	.	2	3	-4	-7	0	-6	1.3
c1ccc(CCn2nnc3ccccc32)cc1	-3.7	13	.	3	-5	3	18	2	0	1.6
COC(=O)c1c(C(=O)OC)c(C)n(Cc2cccnc2)c1C	-2.5	5	2.1	2	1	5	-1	5	?	-0.5
COc1ccc(NC(=O)CN2CCN(S(=O)(=O)N(C)C)CC2)cc1	1.5	22	0.8	3	0	-10	-13	3	3	-0.3
CN(C)S(=O)(=O)c1ccc(Cl)c(NC(=O)COC(=O)CN2C(=O)NC(C)(C)C2=O)c1	-1.0	2	-1.8	0	-3	-21	1	0	-2	0.1
COc1ccc(NC(=O)Nc2sc(NS(=O)(=O)c3ccccc3)nc2C)cc1	-0.2	14	.	-7	1	-3	7	2	-11	2.1
Cn1c(Cc2cccs2)nnc1SCc1nc2ccccc2[nH]1	-1.7	53*	7.4	5	-2	-5	11	1	-5	1.1
COc1ccc(NC(=O)C(OC(=O)c2cnc(C)cn2)c2ccccc2)cc1Cl (centres undefined)	-4.8	.	.	2	1	9	-1	-1	-11	-3.4
O=c1[nH][nH]c2cc(=O)n(-c3cccc(C(F)(F)F)c3)nc12	?	12	.	-1	3	17	2	-5	-7	2.7
Cc1ccc(N(C(=O)c2csnn2)C(C(=O)NC(C)(C)C)c2cccnc2)cc1 (centres undefined)	-2.1	9	.	0	-12	-8	-8	-1	-1	1.2
Cc1ccc(F)cc1NC(=O)COC(=O)COc1ccc(C#N)cc1	-0.4	.	-0.3	-1	-5	0	2	-1	3	.
